Vif-A3G inh: qHTS for Inhibitors of Vif-A3G Interactions: qHTS | HeLa A3G-eYFP + Vif (tagged APOBEC3G with the HIV-1 protein that degrades it), YFP fluorescence, overnight | DNA dC->dU-editing enzyme APOBEC-3G (Homo sapiens), Q9HC16 | Potency, µM (highest dose often 46.1 µM), without a hit: top-dose activity, negative = active, usual class: inhibitors | 410,000 compounds, 0.076% hits;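 further: on the % scale 0 is the no-effect control and ±100 the full control effect; nearly all actives have a fitted effect of over 60% in size; hits raise eYFP signal because A3G escapes Vif-driven loss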
Target sequence (Q9HC16 whole entry, looked up): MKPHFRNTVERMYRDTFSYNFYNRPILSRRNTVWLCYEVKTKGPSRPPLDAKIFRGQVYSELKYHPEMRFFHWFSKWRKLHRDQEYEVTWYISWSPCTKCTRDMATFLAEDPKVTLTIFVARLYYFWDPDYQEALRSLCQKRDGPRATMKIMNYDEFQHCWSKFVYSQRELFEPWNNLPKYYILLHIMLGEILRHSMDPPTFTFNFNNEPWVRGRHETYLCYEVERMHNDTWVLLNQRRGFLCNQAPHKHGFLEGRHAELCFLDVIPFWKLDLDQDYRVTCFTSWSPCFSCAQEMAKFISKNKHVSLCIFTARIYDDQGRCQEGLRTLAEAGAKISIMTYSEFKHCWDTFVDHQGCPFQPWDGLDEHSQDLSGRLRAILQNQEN
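HeLa cells stably expressing Vif and C-terminally eYFP-tagged A3G, seeded overnight at 37 deg C, then exposed to compound by pintool overnight at 37 deg C. Rise in yellow fluorescence (Ex 488/Em 500-530, Acumen) marks blocked Vif-driven A3G degradation.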
TrxR1 substrate: qHTS Assay for Substrates of Mammalian Selenoprotein Thioredoxin Reductase 1 (TrxR1): qHTS | Thioredoxin reductase 1, cytoplasmic (Rattus norvegicus), O89049 | purified TrxR1 substrate turnover, NADPH consumption readout | Potency, µM (series often up to 114 µM), for the others: top-dose activity change, negative = substrate turnover | 390,000 compounds, 0.01% hits | AID 588456, 2011; further: on the % scale 0 is the no-effect control and ±100 the full control effect; nearly all actives have a fitted effect of over 50% in size
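Rat TrxR1, dispensed at 90 nM, was prereduced with 400 uM NADPH (final) for 5 min at ~22 deg C, then incubated with compound 15 min before 400 uM selenite. A first-read NADPH fluorescence drop versus no-compound background flagged substrates.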
rTrxR1 inhibitor: qHTS Assay for Inhibitors of Mammalian Selenoprotein Thioredoxin Reductase 1 (TrxR1): qHTS; 390,000 compounds, 1% hits; recombinant rTrxR1, NADPH fluorescence consumption, selenite substrate; AID 588453, 2011; Thioredoxin reductase 1, cytoplasmic (Rattus norvegicus), O89049; Potency, µM (titrated, usually from 114 µM), inactives show top-dose activity change, negative = inhibition, actives largely listed as inhibitors; further: on the % scale 0 is the no-effect control and ±100 the full control effect; nearly all actives have a fitted effect of over 65% in size
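Rat TrxR1 (90 nM in the dispensed reagent) was pre-reduced with 400 uM NADPH for 5 min at room temperature, then incubated with compound for 15 min. After 400 uM selenite was added, NADPH fluorescence (Ex 340/Em 450 nm) was followed for 8 min.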
12-LOX inh: Primary qHTS assay for inhibitors of human arachidonate 12S-lipoxygenase (ALOX12): Round 2 | purified 12hLO, xylenol orange hydroperoxide absorbance | Potency, µM (series often up to 108 µM), for inactives: top-dose activity change, negative = inhibition, most hits filed as inhibitors | 580,000 compounds, 1.1% hits | Polyunsaturated fatty acid lipoxygenase ALOX12 (Homo sapiens), P18054; further: on the % scale 0 is the no-effect control and ±100 the full control effect
Target sequence (P18054 whole entry, looked up): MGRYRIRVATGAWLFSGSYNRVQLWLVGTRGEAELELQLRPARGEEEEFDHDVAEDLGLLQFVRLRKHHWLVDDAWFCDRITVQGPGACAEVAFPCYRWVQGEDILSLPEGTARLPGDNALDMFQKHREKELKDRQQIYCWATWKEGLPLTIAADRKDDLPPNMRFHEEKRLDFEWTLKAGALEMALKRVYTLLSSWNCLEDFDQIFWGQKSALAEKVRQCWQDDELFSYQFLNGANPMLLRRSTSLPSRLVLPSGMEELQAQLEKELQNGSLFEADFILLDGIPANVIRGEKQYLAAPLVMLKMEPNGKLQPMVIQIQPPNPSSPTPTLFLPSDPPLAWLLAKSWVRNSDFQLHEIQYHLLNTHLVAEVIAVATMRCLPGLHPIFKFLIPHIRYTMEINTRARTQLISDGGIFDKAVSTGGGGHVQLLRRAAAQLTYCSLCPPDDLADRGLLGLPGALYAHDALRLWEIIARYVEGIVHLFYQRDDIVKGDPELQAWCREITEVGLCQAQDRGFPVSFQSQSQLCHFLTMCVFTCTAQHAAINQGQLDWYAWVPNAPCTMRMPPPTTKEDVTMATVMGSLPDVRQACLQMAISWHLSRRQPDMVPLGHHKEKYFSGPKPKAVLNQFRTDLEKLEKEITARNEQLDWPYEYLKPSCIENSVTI
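Purified human 12hLO at 150 nM in 25 mM Hepes, 0.01% Triton X-100, pH 7.0, preincubated 15 min at room temperature with compound. Reaction started with 40 uM arachidonic acid, 30 min at room temperature. Hydroperoxide measured by Fe-xylenol orange, 573/405 nm absorbance ratio.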
IDH1 R132H inh: qHTS for Inhibitors of mutant isocitrate dehydrogenase 1 (IDH1): qHTS. 390,000 compounds, 0.093% hits. Potency, µM (top dose mostly 76.6 µM), without a hit: top-dose activity change, negative = inhibition, hits mostly inhibitors. Isocitrate dehydrogenase [NADP] cytoplasmic (Homo sapiens), O75874. IDH1-R132H enzyme, NADPH consumption, diaphorase/resazurin fluorescence. AID 602179, 2012; further: on the % scale 0 is the no-effect control and ±100 the full control effect; nearly all actives have a fitted effect of over 65% in size
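IDH1-R132H (0.5 ug/mL) preincubated 30 min with compound, then NADPH (0.016 mM) and alpha-KG (2 mM) added; 80 min at RT, pH 7.5. Remaining NADPH coupled via diaphorase/resazurin to fluorescence (540/590 nm); concentration-response curves normalized to no-enzyme control.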
RGS4 inhibitor: Inhibitors of Regulator of G Protein Signaling (RGS) 4: qHTS; Potency, µM (titrated, usually from 114 µM), for the others: at the top dose activity change, negative = inhibition, hits mostly inhibitors; Transcreener GDP fluorescence polarization, RGS4-accelerated GTP hydrolysis; 390,000 compounds, 0.039% hits; further: on the % scale 0 is the no-effect control and ±100 the full control effect; nearly all actives have a fitted effect of over 75% in size; some results filed as inactive show a strong effect at the top dose
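MLSMR compounds (23 nl, pin-transferred) preincubated 10 min at room temperature with a 500nM (2x) first reagent, then RGS4 at 900nM (2x) plus Transcreener GDP mix added; fluorescence polarization (620/688 nm) read before and after 90 min at 30 °C.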
Vif-A3F inh: qHTS for Inhibitors of Vif-A3F Interactions: qHTS; HeLa A3F-eYFP + Vif (tagged APOBEC3F with the HIV-1 protein that degrades it), YFP fluorescence increase; Potency, µM (doses to about 46.1 µM), for the others: top-dose activity, negative = active; 390,000 compounds, 0.2% hits; AID 602313, 2012; further: % of control where 0% means no effect; nearly all actives have a fitted effect of over 65% in size
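HeLa cells stably expressing Vif plus C-terminally eYFP-tagged A3F were seeded, incubated overnight at 37 deg C, dosed with compound, incubated overnight again at 37 deg C. Yellow fluorescence (Ex 488/Em 500-530) reported blocked Vif-mediated A3F-eYFP degradation.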
USP1 inh: Inhibitors of USP1/UAF1: Primary Screen. AID 743255, 2014. recombinant USP1/UAF1, Ub-Rhodamine cleavage fluorescence. Potency, µM (top dose mostly 57.1 µM), inactives show top-dose activity change, negative = inhibition, most hits filed as inhibitors. Ubiquitin carboxyl-terminal hydrolase 1 (Homo sapiens), O94782. 390,000 compounds, 0.23% hits; further: on the % scale 0 is the no-effect control and ±100 the full control effect; nearly all actives have a fitted effect of over 60% in size; inactives centre near -12
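1 nM enzyme complex + cpd, 15 min RT; start with Ub-Rho 150nM final; kinetic fluorescence ex 480/em 540, 6 reads q60 s. Buffer 50mM HEPES pH 7.8, 0.5mM EDTA, 0.1 mg/ml BSA, 1mM TCEP, 0.01% Tween-20.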
RXFP1 ag: qHTS Assay for Agonists of the Relaxin Receptor RXFP1 | Potency, µM (top dose mostly 57.5 µM), for the others: at the highest dose activation, usual class: activators | Relaxin receptor 1 (Homo sapiens), Q9HBX9 | 370,000 compounds, 0.3% hits | HEK293T-RXFP1 cAMP TR-FRET, 30 min; response scale: percent of porcine relaxin response, buffer zero; further: on the % scale 0 is the no-effect control and ±100 the full control effect; nearly all actives have a fitted effect of over 60% in size; many of its hits are not listed in these tables
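HEK293T cells stably expressing RXFP1 were pretreated with the PDE4 inhibitor Ro 20174, exposed to compounds for 30 min at 37C, lysed, and cAMP was read by TR-FRET. Data normalized to buffer (basal) and 29 nM porcine relaxin (100%).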
The depositor's hits bear a star; ? = inconclusive; . = no result given; [ ] = dose if it differs, or a comment. The call rests on the fitted dose curve; in most records, active means well fitted curve in the direction sought with a large enough effect; inconclusive means small, poorly fitted or top-dose-only effect, or another doubt; inactive means no such curve, though single readings can be large; an effect the other way counts as inactive or inconclusive. Potency means the concentration at half of the fitted maximal effect. Some of the compounds tested, so the mix of outcomes need not match the whole.

entry	Compound	Vif-A3G inh	TrxR1 substrate	rTrxR1 inhibitor	12-LOX inh	IDH1 R132H inh
1	CCCn1cc(S(=O)(=O)c2ccc(OC)cc2)c(=O)c2cc(F)c(N3CCCCCC3)cc21	3%	-2%	-7%	-10%	-16%
2	O=c1ccn(-c2ccccc2)[nH]1	1%	6%	15%[57.1 µM]	3%	7%
3	O=C(Cc1ccccc1)NCC(=O)N1CCc2ccccc2C1	-3%	6%	13%	18%	12%
4	CCC(=O)N1N=C2CC(C)(C)OCC2C1c1ccccc1 (stereo not given)	-1%	9%[57.1 µM]	18%	1%	3%
5	COc1ccc(-c2nc3c4ccccc4ccn3c2CN2CCCCC2)cc1OC	0%	31%[activator]	25%	?	0%
6	Cc1cc(NC(=O)C(C)SCC(=O)O)no1 (stereo not given)	1%	5%[57.1 µM]	9%[57.1 µM]	0%	1%
7	CCOC(=O)C1(CCOc2ccccc2)CCN(CC=C(C)C)CC1	1%	0%	16%	10%	1%
8	CCOCCCNc1ncc2c(n1)CC(c1ccc(C)cc1)CC2=O (stereo not given)	-1%	-9%	-5%	4%	5%
9	Cc1ccc(-c2cc(C(=O)NCCCN3CCOCC3)no2)cc1	-1%	13%	2%	-26%	3%
10	Cc1sc2ncn(CC(=O)NCCCC(=O)N3CCC(C)CC3)c(=O)c2c1C	0%	-12%	11%[57.1 µM]	5%	1%
11	CCCCN(C(=S)Nc1ccc(F)cc1)c1c(N)n(CCC)c(=O)[nH]c1=O	0%	3%[57.1 µM]	21%[57.1 µM]	3%	1%
12	CCc1ccccc1NC(=O)CCc1nc(-c2cccs2)no1	-2%	7%	9%	3%	0%

entry	RGS4 inhibitor	Vif-A3F inh	USP1 inh	RXFP1 ag
1	-41%	-3%	-23%	4.8%
2	-14%	9%	-26%	0.4%
3	13%	6%	-15%	-0.6%
4	2%	3%	-3%	1.3%
5	17%	0%	-23%	6.3%
6	-3%	5%	-23%	1.3%
7	-14%	?	-6%	0.8%
8	14%	0%	5%	?
9	-4%	1%	-16%	-0.3%
10	-7%	0%	-7%	13%
11	-14%	0%	-4%	1.0%
12	1%[11.4 µM]	4%	-19%	0.2%

The list continues:
entry	Compound	Vif-A3G inh	TrxR1 substrate	rTrxR1 inhibitor	12-LOX inh	IDH1 R132H inh
13	CCCCn1c(N)c(N(CC(C)C)C(=O)c2cnccn2)c(=O)[nH]c1=O	1%	1%[57.1 µM]	9%[57.1 µM]	0%	3%
14	COc1cc(Cl)c(C)cc1NC(=O)CCn1cnc2onc(-c3ccc(F)cc3)c2c1=O	-1%	-1%	22%	-14%	-4%
15	CCCN1CCN(C(=O)c2ccc(CS(=O)c3ccc(F)cc3)o2)CC1 (stereo not given)	-1%	1%	15%	0%	-7%
16	CC1CCCN(S(=O)(=O)c2ccc3[nH]c(=O)cc(C(=O)NCCCN4CCCCCC4)c3c2)C1 (stereo not given)	1%	.	.	-20%	-5%
17	COc1ccc(-c2cc(C(F)(F)F)nc(SCC(=O)N3CCC(C)CC3)n2)cc1	1%	2%	6%	-1%	-4%
18	Cc1cc(C)n(-c2ccc(C(=O)OCC(=O)Nc3ccccc3F)cc2)n1	1%	4%	19%	0%	9%
19	COc1ccccc1CNS(=O)(=O)c1c(C)[nH]c(C)c1C(=O)N1CCCC1	4%	5%	27%	41%[activator]	-16%
20	O=C(COC(=O)c1cc(S(=O)(=O)N2CCOCC2)cs1)c1ccccc1	2%	-6%	-7%	0%	3%
21	COC(=O)Nc1cc(C)nc2ccccc12	1%	4%	9%	41%[activator]	-1%
22	O=C(CSc1cn(CC(=O)N2CCCCC2)c2ccccc12)NCc1ccc(F)cc1	1%	-10%	-3%	-7%	-4%
23	COc1ccc(-c2[nH]ncc2CN2CCC(O)(c3ccc(Cl)cc3)CC2)cc1	0%	-4%	1%	-5%	-15%
24	Cc1ccc(-c2noc(=O)n2CC(=O)Nc2ccc(S(=O)(=O)NC3CC3)cc2)cc1	-3%	5%[57.1 µM]	-7%[57.1 µM]	1%	0%

entry	RGS4 inhibitor	Vif-A3F inh	USP1 inh	RXFP1 ag
13	-16%	3%	-18%	2.0%
14	-26%	-7%	-17%	-3.9%
15	29%	3%	-19%	0.6%
16	.	0%	-23%	.
17	-1%	3%	-32%	28%
18	-1%	-1%	-21%	.
19	6%	0%	-18%	6.0%
20	29%	-9%	-16%	1.9%
21	6%	-1%	6%	-3.4%
22	-9%	3%	-25%	8.7%
23	-3%	0%	-22%	-1.1%
24	6%	1%	-16%	-2.1%

Results in USP1 inh, TrxR1 substrate and rTrxR1 inhibitor, for some of the entries so far:
item | SMILES | USP1 inh | TrxR1 substrate | rTrxR1 inhibitor
16 | CC1CCCN(S(=O)(=O)c2ccc3[nH]c(=O)cc(C(=O)NCCCN4CCCCCC4)c3c2)C1 (stereo not given) | -23% | . | .
17 | COc1ccc(-c2cc(C(F)(F)F)nc(SCC(=O)N3CCC(C)CC3)n2)cc1 | -32% | 2% | 6%
18 | Cc1cc(C)n(-c2ccc(C(=O)OCC(=O)Nc3ccccc3F)cc2)n1 | -21% | 4% | 19%

Individual results from the entries so far.
For IDH1 R132H inh, Cc1ccc(-c2noc(=O)n2CC(=O)Nc2ccc(S(=O)(=O)NC3CC3)cc2)cc1 is entered as 0%
For USP1 inh, COc1ccc(-c2[nH]ncc2CN2CCC(O)(c3ccc(Cl)cc3)CC2)cc1 is entered as -22%

New compounds follow:
entry	Compound	Vif-A3G inh	TrxR1 substrate	rTrxR1 inhibitor	12-LOX inh	IDH1 R132H inh
25	CC1CCCN(c2c([N+](=O)[O-])c(=O)oc3ccccc23)C1 (stereo not given)	0%	-4%[57.1 µM]	8%	15%	-1%
26	CCN(CC)C(=O)c1ccc(Nc2nnc(-c3ccc(C)c(S(=O)(=O)NC)c3)c3ccccc23)cc1	-10%	-3%	3%	-11%	0%
27	Cc1ccc2oc(-c3ccc(C)c(NC(=O)c4ccc(-c5ccccc5[N+](=O)[O-])o4)c3)nc2c1	-1%	-4%	21%	-15%	-9%
28	C=C(C)CNC(=S)N/N=C(\C)c1ccc(OC)cc1	-12%	-10%	-6%	?	5%
29	CCN(CCCNC(=O)CNC(=O)Cn1cnc2ccccc2c1=O)c1ccccc1	0%	-8%[57.1 µM]	7%[57.1 µM]	0%	9%
30	COc1ccc(N(CC(=O)NCc2ccc3c(c2)OCO3)C(=O)CCC(=O)Nc2ccccn2)cc1	-3%	0%	7%[57.1 µM]	-3%	0%
31	N#C/C(=N\Nc1ccc(Cl)cc1)C(=O)c1ccsc1	?	-5%[57.1 µM]	15%[57.1 µM]	159%[activator]	8%
32	C[C@H](CO)N1C[C@H](C)[C@@H](CN(C)C(=O)Nc2ccc3c(c2)OCO3)Oc2c(NC(=O)C3CCCCC3)cccc2C1=O	-3%	3%[57.1 µM]	17%[57.1 µM]	-2%	12%
33	CN(C)Cc1c(O)ccc2c(=O)c(-c3ccccc3Cl)c(C(F)(F)F)oc12	-1%	-1%	8%	?	-13%
34	COC(=O)c1cc(Br)c(=O)n(-c2ccc(F)cc2)c1	8%	-3%	-6%	-1%	-1%
35	COc1cc(C(=O)COC(=O)C2CCN(c3ccc(C(F)(F)F)cn3)CC2)ccc1OC(F)F	2%	-1%	27%	.	4%
36	COc1cc(/C=C2\SC(N)=NC2=O)cc(Cl)c1O	-18%	-12%	-10%	-28%	3%
37	O=C1NCC(c2ccccc2)C1C(=O)N/N=C\c1ccc(-c2cccc(Cl)c2Cl)o1 (stereo not given)	-2%	3%	12%	6%	6%

entry	RGS4 inhibitor	Vif-A3F inh	USP1 inh	RXFP1 ag
25	-14%	-7%	1%	-0.8%
26	-4%	6%	2%	-0.1%
27	-1%	0%	?	0.2%
28	-41%	-14%	-20%	0.1%
29	-9%	4%	-24%	-1.2%
30	8%	1%	-24%	-2.0%
31	-49%	6%	-26%	0.1%
32	11%	1%	-34%	.
33	19%	1%	-11%	1.2%
34	-17%[11.4 µM]	4%	2%	8.8%
35	-3%	2%	-23%	-0.1%
36	-20%	11µM*	-18%	3.6%
37	-7%	-2%	-8%	-1.4%
